TbPYK inhibitor: qHTS of Trypanosoma Brucei Inhibitors | pyruvate kinase (Trypanosoma brucei), Q57TT1 | TbPYK enzyme, Kinase-Glo Plus ATP luminescence, 45 min | Potency, µM (titrated, usually from 76.8 µM), without a hit: at the top dose activity, negative = inhibition, hits mostly inhibitors | hit rate 0.12% among 410,000 | AID 624173, 2012; also: nearly all actives have a fitted effect of over 50% in size
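Enzyme and substrate buffer are dispensed first and compound is pin-transferred. ADP at 130 uM final then starts the reaction, which runs 45 min at room temperature. Detection reagent is added for 10 min before luminescence is imaged.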
Sm TGR inh: qHTS Assay for the Inhibitors of Schistosoma Mansoni Peroxiredoxins. Schistosoma mansoni thioredoxin glutathione reductase (TGR), Q962Y6. purified TGR, DTNB reduction, TNB absorbance 405 nm. Potency, µM (top dose mostly 114 µM), for inactives: at the top dose activity change, negative = inhibition, hits mostly inhibitors. hit rate 3% among 360,000. AID 485364, 2010; also: nearly all actives have a fitted effect of over 60% in size
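TGR 20 nM + NADPH 100 uM (dispensed conc.), cpd preinc 15 min RT; start with NADPH (500 uM addition) then DTNB (15 mM addition). Kinetic TNB absorbance, 405 nm filter. Four-parameter Hill fit across titration.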
* hit, by the source's call; ? = inconclusive; [ ] = dose if it differs, or a comment. Calls follow the shape of the dose curve; as a rule, active = well fitted curve in the direction sought with a large enough effect; inconclusive = small, poorly fitted or top-dose-only effect, or another doubt; inactive = no such curve, though single readings can be large; an effect the other way counts as inactive or inconclusive. % is scaled to controls: 0 for no effect and ±100 for the full control effect; potency is read from the fitted curve at half-maximal effect.

# | Molecule | TbPYK inhibitor | Sm TGR inh
1 | CCC(=O)Nc1nnc2n1CCS2 | 1% | 0%
2 | CCOc1ccc2oc(=O)cc(CN3CCN(c4ccccc4)CC3)c2c1 | 7% | -12%
3 | Cc1ccccc1-c1noc(-c2ccc(N3CCN(c4ccccc4)CC3)c([N+](=O)[O-])c2)n1 | 3% | -4%
4 | CCOC(=O)CCc1c(C)nc2cc(-c3cc(OC)cc(OC)c3)[nH]n2c1=O | -5% | 7%
5 | CCOC(=O)c1cc(-c2ccc(C)cc2)n(CC(=O)Nc2ccccc2F)c1C | 1% | 5%
6 | O=C(CSc1nc2ccccc2nc1Cc1ccccc1)N1CCCCC1 | 5% | 5%
7 | Cc1ccc(-n2ncc(C(=O)NCc3ccccc3C)c2-n2cccc2)cc1 | -2% | 0%
8 | CCOc1ccccc1C(=O)N1CCc2cc(OC)c(OC)cc2C1COc1ccc(OC)cc1 (stereo unspecified) | 5% | -1%
9 | CCOc1ccc(NC(=O)c2c(NCc3cccnc3)sc3c2CCC(C)C3)cc1 (stereo unspecified) | 14µM* | -34%
10 | CC(C)C(=O)Nc1cccc(C(=O)Nc2nnc(C(F)(F)F)s2)c1 | 2% | 3%
11 | Cc1ccc(C)c(NC(=O)c2cnn(-c3cccc(F)c3)c2C2CCN(C(=O)OC(C)(C)C)CC2)c1 | -10% | -3%
12 | COc1ccc(NC(=O)Cn2c(=O)n(CCc3ccccc3)c(=O)c3ccccc32)cc1 | -1% | 11%
13 | Cc1ccccc1CN1CCC(CNC(=O)c2cc3ccc4cccnc4c3[nH]2)CC1 | 2% | -12%
14 | CC(=O)N1CCc2c(sc3c2c(=O)n(Cc2ccccc2)c(=O)n3CC(=O)Nc2ccc(C)c(F)c2)C1 | -3% | -10%
15 | COc1ccccc1CNC(=O)C(=O)NCC(c1ccco1)S(=O)(=O)c1ccc(C)cc1 (stereo unspecified) | -6% | -26%
16 | Cc1ccc(-c2nc(N3CCN(c4ccccc4Cl)CC3)c3ccccc3n2)cc1 | -9% | 0%
17 | COc1cccc(-n2cc(C(=O)Nc3cc(OC)c(OC)c(OC)c3)c3ccccc3c2=O)c1 | 7% | 9%
18 | COc1ccc(C)cc1NC(=O)c1ccc2c(c1)CCN2S(=O)(=O)c1ccc(Cl)cc1 | 0% | 7%
19 | COc1ccc(C(=O)Nc2nc3ccc(S(=O)(=O)N4CCCC4)cc3s2)cc1 | 1% | -7%
20 | CCOC(=O)C1CCN(C(=O)c2ccc3c(c2)sc2nc(-c4ccc(OCC)cc4)cn23)CC1 | -3% | ?
21 | CCOC(=O)C1=C(CN2CCN(c3ccc(Cl)cc3)CC2)NC(=O)NC1c1ccc(F)cc1 (stereo unspecified) | -3% | -7%
22 | COc1ccc(-c2nnc(SCC(=O)NCCc3ccccc3)nc2-c2ccc(OC)cc2)cc1 | -20% | 1%
23 | CCCn1c2ccccc2c2cnn(CC(=O)N(C)c3ccccc3CC)c(=O)c21 | 0% | -1%
24 | CCCc1nnc(SCc2cc(=O)c3c(C)cc(C)cc3[nH]2)n1C | -4% | -2%
25 | CCOC(=O)c1cc(-c2ccc(C)cc2)n(CCC(=O)NCc2ccccc2)c1C | 2% | 6%
26 | Cc1nc2cc(-c3cccc(F)c3)nn2c(C)c1CCC(=O)N1CCN(c2ccc(F)cc2)CC1 | 4% | 3%
27 | COc1ccc(OC)c(CCNc2ncnc3onc(C)c23)c1 | -9% | 6%
28 | Cn1cnc(S(=O)(=O)N2CCCC(C(=O)Nc3ccc(F)cc3Cl)C2)c1 (stereo unspecified) | -1% | 0%
29 | COc1ccc2nc3sc(C(=O)Nc4cc(Cl)c(OC)cc4OC)cc3cc2c1 | -1% | -10%
30 | CCOc1ccc(NC(=O)Cn2c(=O)n(Cc3ccc(C(=O)NCc4ccc5c(c4)OCO5)cc3)c(=O)c3ccccc32)cc1 | 2% | 5%

The list goes on, overlapping the part above by six compounds.
# | Molecule | TbPYK inhibitor | Sm TGR inh
25 | CCOC(=O)c1cc(-c2ccc(C)cc2)n(CCC(=O)NCc2ccccc2)c1C | 2% | 6%
26 | Cc1nc2cc(-c3cccc(F)c3)nn2c(C)c1CCC(=O)N1CCN(c2ccc(F)cc2)CC1 | 4% | 3%
27 | COc1ccc(OC)c(CCNc2ncnc3onc(C)c23)c1 | -9% | 6%
28 | Cn1cnc(S(=O)(=O)N2CCCC(C(=O)Nc3ccc(F)cc3Cl)C2)c1 (stereo unspecified) | -1% | 0%
29 | COc1ccc2nc3sc(C(=O)Nc4cc(Cl)c(OC)cc4OC)cc3cc2c1 | -1% | -10%
30 | CCOc1ccc(NC(=O)Cn2c(=O)n(Cc3ccc(C(=O)NCc4ccc5c(c4)OCO5)cc3)c(=O)c3ccccc32)cc1 | 2% | 5%
31 | CC(C)c1cc(-c2nc(-c3ccccc3)no2)n[nH]1 | -3% | 7%
32 | Cc1nn(C(C)C(=O)NC2CCC(C)CC2)c(=O)c2c1sc1ccccc12 (stereo unspecified) | 3% | 0%
33 | COc1ccc(NC(=O)Nc2cc(-c3cn4cccnc4n3)ccc2C)cc1 | 0% | 8%
34 | COc1ccc(CCNCc2c(C(=O)O)c(C)n(Cc3ccccc3C)c2C)c(OC)c1 | -14% | -9%
35 | COC(=O)CSc1nnc2n(-c3ccccc3)c(=O)c3c4c(sc3n12)COC(C(C)C)C4 (stereo unspecified) | -12% | 1%
36 | Cc1ccc(C)c(N2CCN(C(c3ccccc3)c3nnc(-c4ccccc4)o3)CC2)c1 (stereo unspecified) | -5% | 4%
37 | Cc1cc2oc(C(=O)Nc3sc4c(c3C(=O)NCc3ccccc3)CCCC4)cc(=O)c2cc1C | 3% | -3%
38 | Cc1cccc(NC(=O)c2cc3c(=O)n4ccccc4nc3n2C)c1C | -2% | 3%
39 | O=C(Nc1ccc(OC(F)(F)F)cc1)C(NS(=O)(=O)c1cccc2nsnc12)c1ccccc1 (stereo unspecified) | 2% | 10%
40 | CC1CCN(S(=O)(=O)c2ccc3c(ccc(=O)n3CC(=O)NCc3ccccc3Cl)c2)CC1 | 1% | 8%
41 | CS(=O)(=O)N1CCc2cc(C(=O)Nc3ccc(S(N)(=O)=O)cc3)ccc21 | 0% | -3%
42 | CC1=C(C(=O)Nc2cccnc2)C(c2cccc(O)c2)n2nc(SCc3ccccc3)nc2N1 (stereo unspecified) | 1% | -2%
43 | CCOC(=O)c1c(SCC(=O)Nc2nc3ccccc3s2)nc(=O)[nH]c1C | -2% | -27%
44 | Cc1ccc(C)c(N2CCN(CCCNC(=O)c3cnn(-c4ccccc4Cl)c3C3CCN(C(=O)OC(C)(C)C)CC3)CC2)c1 | -2% | 0%
45 | Cc1ccc(C(C)C)c(OCC(=O)Nc2cccc(NC(=O)c3ccco3)c2)c1 | 0% | 0%
46 | Cc1c(Cl)cccc1NC(=O)COCc1cc(-c2ccc3c(c2)OCO3)on1 | -8% | 2%
47 | CN(C)c1cccc(C(=O)Nc2nc3ccc(S(=O)(=O)NC(C)(C)C)cc3s2)c1 | 0% | -2%
48 | CCOc1ccc(NC(=O)Cn2c(=O)n(CCCS(=O)(=O)C3CCCCC3)c(=O)c3ccccc32)cc1 | -1% | 6%
49 | COc1ccc(NC(=O)C2CCN(S(=O)(=O)c3ccc4[nH]c5c(c4c3)CCCCC5)CC2)cc1 | -7%[15.4 µM] | -6%
50 | CCn1cc2nc(SCC(=O)Nc3ccccc3F)n(Cc3ccc(C)cc3)c(=O)c2n1 | -5% | 11%
51 | COc1cccc(-c2nc(S(=O)(=O)c3ccc(C)cc3)c(N3CCCCCC3)o2)c1 | 0% | 5%
52 | Cc1ccc(CNC(=O)c2ccc3c(c2)NC(=O)C(CS(=O)(=O)Cc2cccc(C)c2)N3)cc1 (stereo unspecified) | -9% | -2%
53 | Cc1ccc(NC(=O)C2CCN(c3nn4cc(-c5ccc(C)cc5)nc4s3)CC2)cc1 | 2%[15.4 µM] | -3%
54 | Cc1ccc2c(c1)C(=O)OC(C(=O)Nc1ncc(Cc3ccc(C(C)C)cc3)s1)C2 (stereo unspecified) | 1% | 8%
55 | O=C(CSc1ncc(-c2ccccc2)[nH]1)Nc1cccc(C(F)(F)F)c1 | -3% | -1%
56 | COc1ccc(-c2cc(C(=O)Oc3ccc(C#N)cc3)no2)cc1 | 5% | 12%
57 | Cn1c(=O)c2nc(SCC(=O)Nc3cc(Cl)cc(Cl)c3)n(C)c2n(C)c1=O | 7% | -11%
58 | O=C(Nc1ccccc1C(=O)OCc1cc(=O)n2nc(C3CC3)sc2n1)c1cccc(Cl)c1 | 0% | 7%
59 | COc1ccc(N2CCN(CC(O)COc3ccccc3C(C)(C)C)CC2)cc1 (stereo unspecified) | -2% | 1%
60 | COc1ccc(-c2cn3nc(N4CCCC(C(=O)Nc5ccc(Cl)cc5C)C4)sc3n2)cc1 (stereo unspecified) | 1%[15.4 µM] | ?

Ordered by number of heavy atoms (lowest first): some entries from above
# | Molecule | TbPYK inhibitor | Sm TGR inh
38 | Cc1cccc(NC(=O)c2cc3c(=O)n4ccccc4nc3n2C)c1C | -2% | 3%
4 | CCOC(=O)CCc1c(C)nc2cc(-c3cc(OC)cc(OC)c3)[nH]n2c1=O | -5% | 7%
59 | COc1ccc(N2CCN(CC(O)COc3ccccc3C(C)(C)C)CC2)cc1 (stereo unspecified) | -2% | 1%
25 | CCOC(=O)c1cc(-c2ccc(C)cc2)n(CCC(=O)NCc2ccccc2)c1C | 2% | 6%
34 | COc1ccc(CCNCc2c(C(=O)O)c(C)n(Cc3ccccc3C)c2C)c(OC)c1 | -14% | -9%
3 | Cc1ccccc1-c1noc(-c2ccc(N3CCN(c4ccccc4)CC3)c([N+](=O)[O-])c2)n1 | 3% | -4%
17 | COc1cccc(-n2cc(C(=O)Nc3cc(OC)c(OC)c(OC)c3)c3ccccc3c2=O)c1 | 7% | 9%

The list continues.
# | Molecule | TbPYK inhibitor | Sm TGR inh
61 | COc1cccc(CNC(=O)CSc2nc3ccccc3nc2Cc2ccccc2)c1 | 5% | 7%
62 | Cc1ccc(-n2c(/C=C/c3cc(Br)cs3)nc3ccccc3c2=O)cc1C | 2% | -3%
63 | CCCC(=O)Nc1cccc(-c2nc3cc(C)c(C)cc3o2)c1C | -1% | 0%
64 | Cc1ccc2c(c1)C(c1ccc(F)cc1)N(C(=O)COc1ccc(Cl)cc1Cl)CC(=O)N2 (stereo unspecified) | 2% | 13%
65 | COc1ccc(-c2noc(-c3ccc(NCc4ccco4)c([N+](=O)[O-])c3)n2)cc1 | -5% | -4%
66 | COc1ccc(OC(C)C(=O)NCc2nc(-c3cccc(C)c3)no2)cc1 (stereo unspecified) | -8% | 0%
67 | CCOC(=O)c1ccccc1NC(=O)N1CC(C)Oc2ccc(C)cc21 (stereo unspecified) | -3% | 2%
68 | CCn1c2ccccc2c2cc(CN3CCN(Cc4ccc(Cl)cc4)CC3)ccc21 | 7% | -2%
69 | O=C(CSc1nc2c(oc3ccccc32)c(=O)n1Cc1ccco1)Nc1ccccc1Cl | 1% | 0%
70 | CCOc1ccc(CCNC(=O)CCCn2nc(C)c3sc4ccccc4c3c2=O)cc1 | -2% | -5%
71 | CCc1ccc(CN(C(=O)c2nc(SC)ncc2Cl)C2CCS(=O)(=O)C2)cc1 (stereo unspecified) | 6% | -1%
72 | COc1ccc(Br)cc1CNC(=O)c1cc2c(=O)n(C)c3ccccc3c2s1 | 1% | -2%
73 | Cc1cc2c(cc3c(SCc4cccc(Cl)c4)nnc(C)n32)o1 | -5% | 3%
74 | Cc1ccc2c(CNCC(C)c3ccccc3)c(C(=O)O)n(Cc3ccccc3C)c2c1 (stereo unspecified) | 1% | -5%
75 | Cc1ccc(CNC(=O)CN2CCN(Cc3ccc(F)cc3Cl)C2=O)cc1 | -3% | 3%
76 | Cc1cc(C)c(/C=C/c2onc(C)c2S(=O)(=O)N2CCC(C(=O)Nc3ccc(Cl)cc3C)CC2)c(C)c1 | -1% | 1%
77 | CCOC(=O)c1cc2c(=O)n3ccccc3nc2n(C)c1=NC(=O)c1cc2ccccc2o1 | 3% | -2%
78 | CCC1CN(C(=O)Nc2cc(OC)cc(OC)c2)c2ccccc2S1 (stereo unspecified) | 3% | -2%
79 | COc1ccc(-c2nc(S(=O)(=O)c3ccc(Cl)cc3)c(N3CCCCCC3)o2)cc1 | 1% | 22µM*

One compound at a time (already shown). Screens in order: TbPYK inhibitor | Sm TGR inh
Cc1ccc(CNC(=O)CN2CCN(Cc3ccc(F)cc3Cl)C2=O)cc1 is entered as -3% | 3%
Cc1ccc(-n2c(/C=C/c3cc(Br)cs3)nc3ccccc3c2=O)cc1C is entered as 2% | -3%

The list is partial; count on the stated rates, not on these rows.
